Pin1 inh: qHTS Assay to Find Inhibitors of Pin1. Peptidyl-prolyl cis-trans isomerase NIMA-interacting 1 (Homo sapiens), Q13526. Pin1 FP peptide displacement, HiFluor488, 10 min. Potency, µM (doses to about 115 µM), for inactives: at the top dose activity, negative = inhibition, usual class: inhibitors. 390,000 compounds, 0.009% hits; active means well fitted inhibition curve with a large enough effect in the polarisation, with a control signal flat, not every such curve was filed as active; inconclusive means small, poorly fitted or top-dose-only effect, or effect the other way, or a change in a side signal; inactive means no such curve, though single readings can be large or run the other way; the % refers to the polarisation; further: potency means the concentration at half of the fitted maximal effect; on the % scale 0 is the no-effect control and ±100 the full control effect
BAZ2B block: qHTS Assay for Inhibitors of BAZ2B; Potency, µM (titrated, usually from 114 µM), for inactives: at the top dose activity change, negative = inhibition, most hits filed as inhibitors; AlphaScreen BAZ2B-H3K14Ac peptide displacement; 360,000 compounds, 4.4% hits; further: potency means the concentration at half of the fitted maximal effect; on the % scale 0 is the no-effect control and ±100 the full control effect; nearly all actives have a fitted effect of over 60% in size
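Multi-concentration screen (max 110 uM) measuring displacement of acetylated histone H3 peptide from BAZ2B by AlphaScreen, using 50 nM protein, 50 nM peptide and 10 ug/mL streptavidin donor plus Ni-chelate acceptor beads.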
G9a block: qHTS Assay for Inhibitors of Histone Lysine Methyltransferase G9a; Histone-lysine N-methyltransferase EHMT2 (Homo sapiens), Q96KQ7; G9a H3K9 monomethylation, AlphaScreen, 2 h; Potency, µM (top dose mostly 102 µM), for the others: at the top dose activity, negative = inhibition, hits mostly inhibitors; 350,000 compounds, 8.8% hits; AID 504332, 2011; further: potency means the concentration at half of the fitted maximal effect; on the % scale 0 is the no-effect control and ±100 the full control effect; nearly all actives have a fitted effect of over 75% in size
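AlphaScreen read-out: biotin-H3K9 peptide (500 nM) methylation by 20 nM enzyme with 20 uM SAM, 2 h at room temperature after 15 min compound preincubation; anti-monomethyl H3K9 antibody plus donor/acceptor beads, 10 min dark.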
ERG-DNA inh: qHTS for Small Molecule Inhibitors of the ERG Ets/DNA interaction; Transcriptional regulator ERG (Homo sapiens), P11308; fluorescence polarization, His-ERG Ets domain / labelled DNA; Potency, µM (titrated, usually from 76.9 µM), for inactives: at the top dose FP activity, negative = inhibition, actives largely listed as inhibitors; 370,000 compounds, 0.028% hits; active means well fitted inhibition curve with a large enough effect in the polarisation, with a control signal flat; inconclusive means small, poorly fitted or top-dose-only effect, or effect the other way, or a change in a side signal; inactive means no such curve, though single readings can be large or run the other way; the % refers to the polarisation;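 further: polarization taken with two DNA probes labelled with fluorescein and Texas red; potency means the concentration at half of the fitted maximal effect; % of control where 0% means no effect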
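His-tagged ERG Ets domain (1 uM in the protein solution; 300mM KCl, 50mM Tris-HCl, 1mM EDTA, 1mM DTT, pH 7.5) received compound, then a probe mix of 5 nM fluorescein-DNA and 100nM Texas-615-DNA. Fluorescence polarization was read for both dyes.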
JMJD2A Tudor: qHTS Assay for Inhibitors of JMJD2A-Tudor Domain; AlphaScreen JMJD2A-Tudor / H3K4me3 peptide binding; Potency, µM (top dose mostly 114 µM), for inactives: at the highest dose activity change, negative = inhibition, usual class: inhibitors; 390,000 compounds, 4.4% hits; AID 504339, 2011; further: potency means the concentration at half of the fitted maximal effect; on the % scale 0 is the no-effect control and ±100 the full control effect; nearly all actives have a fitted effect of over 50% in size
Target sequence (O75164 whole entry, looked up, the tested form may be a part): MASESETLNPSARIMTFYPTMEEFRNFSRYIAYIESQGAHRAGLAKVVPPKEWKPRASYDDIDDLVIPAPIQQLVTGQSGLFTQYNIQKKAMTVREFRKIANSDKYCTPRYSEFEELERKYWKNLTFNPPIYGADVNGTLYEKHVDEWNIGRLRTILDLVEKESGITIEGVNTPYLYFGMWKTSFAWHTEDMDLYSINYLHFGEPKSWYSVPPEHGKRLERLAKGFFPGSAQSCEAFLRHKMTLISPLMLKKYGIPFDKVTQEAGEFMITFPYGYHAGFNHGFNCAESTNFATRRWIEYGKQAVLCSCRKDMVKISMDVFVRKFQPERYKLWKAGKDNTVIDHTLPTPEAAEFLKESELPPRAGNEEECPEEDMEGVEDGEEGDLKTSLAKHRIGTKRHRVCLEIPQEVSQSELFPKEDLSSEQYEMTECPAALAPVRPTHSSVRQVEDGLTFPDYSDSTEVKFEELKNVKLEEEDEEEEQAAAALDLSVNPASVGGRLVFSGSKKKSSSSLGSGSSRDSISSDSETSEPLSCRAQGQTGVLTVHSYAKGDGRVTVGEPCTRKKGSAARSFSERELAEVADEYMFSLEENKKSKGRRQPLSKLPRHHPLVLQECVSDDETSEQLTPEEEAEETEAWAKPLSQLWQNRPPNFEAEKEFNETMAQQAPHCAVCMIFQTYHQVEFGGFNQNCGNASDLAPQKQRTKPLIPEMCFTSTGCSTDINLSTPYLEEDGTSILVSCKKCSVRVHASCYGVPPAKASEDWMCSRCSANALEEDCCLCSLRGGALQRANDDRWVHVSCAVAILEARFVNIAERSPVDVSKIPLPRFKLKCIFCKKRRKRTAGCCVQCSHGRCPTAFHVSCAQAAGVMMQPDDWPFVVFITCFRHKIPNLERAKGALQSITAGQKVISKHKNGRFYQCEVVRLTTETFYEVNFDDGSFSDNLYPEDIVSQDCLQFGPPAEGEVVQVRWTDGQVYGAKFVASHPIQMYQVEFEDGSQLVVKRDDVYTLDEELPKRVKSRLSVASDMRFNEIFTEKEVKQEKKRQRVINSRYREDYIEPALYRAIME
Tb PGK inh: qHTS Assay to Find Inhibitors of Phosphoglycerate Kinase. PGK/GAPDH coupled, Kinase-Glo luminescence, 60 min. Potency, µM (highest dose often 57.5 µM), without a hit: at the top dose activity change, negative = inhibition, usual class: inhibitors. 380,000 compounds, 0.043% hits. AID 602233, 2012; further: potency means the concentration at half of the fitted maximal effect; on the % scale 0 is the no-effect control and ±100 the full control effect; nearly all actives have a fitted effect of over 60% in size
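Recombinant glycosomal PGK reaction used 1,3-bisphosphoglycerate generated in-well by GAPDH (100nM final) in 100mM TEA pH 7.6, 5mM MgCl2, 0.01% Tween-20. After 60 minutes at room temperature, ATP was read by Kinase-Glo Plus luminescence end-point.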
GLS inhibitor: qHTS for Inhibitors of Glutaminase (GLS); Glutaminase kidney isoform, mitochondrial (Homo sapiens), O94925; GLS enzymatic activity, qHTS titration; Potency, µM (series often up to 45.5 µM), inactives show at the highest dose activity change, negative = inhibition, most hits filed as inhibitors; 410,000 compounds, 0.21% hits; AID 624170, 2012; further: potency means the concentration at half of the fitted maximal effect; on the % scale 0 is the no-effect control and ±100 the full control effect
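hKGA in 45 mM KH2PO4 pH 8.2, 0.02% Tween-20 with pin-transferred compounds; 1 mM L-glutamine (stock) plus glutamate oxidase/HRP/Amplex Red coupling added. Fluorescence read initially and after 30 min at RT.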
HP1b chromo inh: HTS for Inhibitors of HP1-beta Chromodomain Interactions with Methylated Histone Tails; AlphaScreen HP1-beta / biotin-H3K9me3 peptide binding; Chromobox protein homolog 1 (Homo sapiens), P83916; AID 540317, 2011; 390,000 compounds, 0.56% hits; Potency, µM (titrated, usually from 114 µM), without a hit: at the top dose activity change, negative = inhibition, usual class: inhibitors; further: potency means the concentration at half of the fitted maximal effect; nearly all actives have a fitted effect of over 70% in size; inactives centre near 23
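HP1-beta protein (50 nM final) preincubated 30 min at room temperature with biotinylated H3(1-18)K9me3 peptide (50 nM) in PBS pH 7.4, 0.01% Tween-20, then compound added for 30 min. AlphaScreen streptavidin donor/nickel chelate acceptor beads (10 ug/mL final), 30 min dark, luminescence read.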
PI4K2A inh: qHTS for small molecular inhibitors of PI4K2A; AID 1346378, 2018; 420,000 compounds, 0.13% hits; activity change, negative = inhibition, % at 76.9 µM; purified PI4K2A, ADP-Glo luminescence, 1 h; hits give low values; Phosphatidylinositol 4-kinase type 2-alpha (Homo sapiens), Q9BTU6; in the data active means activity change below about -50%; inconclusive means mostly about -30% to -49%;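 further: -100% = wells without enzyme as full effect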
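ADP-Glo luminescence measured ADP generated by PI4K2A enzyme (4 ug/mL before mixing) with 1.2 mM PI substrate (pre-mix) and 300 microM ATP (pre-mix). Tris pH7.5 buffer with MgCl2, Triton X-100; 1 h reaction at ambient temperature.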
Active calls of the source: *; i = inactive; ? = inconclusive; nt = not tested or not shown; & = joins results of further samples; [ ] = another dose, or the depositor's remark. Unless noted, the call rests on the fitted dose curve; in most records, active means well fitted curve in the direction sought with a large enough effect; inconclusive means small, poorly fitted or top-dose-only effect, or another doubt; inactive means no such curve, though single readings can be large; an effect the other way counts as inactive or inconclusive. This is a random part of the collection; overall some 11% were active at least once.

Sample of the layout, 4 compounds:
entry	Pin1 inh	BAZ2B block	G9a block	ERG-DNA inh	JMJD2A Tudor	Tb PGK inh	GLS inhibitor	HP1b chromo inh	PI4K2A inh	SMILES
1	4%	4%	nt	-7%	-10%	4%	4%	18%	4	COc1cnc(-c2cccc(C(F)(F)F)c2)[nH]c1=O
2	-7%	12%	-8%[59 µM]	nt	-1%	nt	4%	28%	3	CC(=O)Oc1ccc2cc(-c3nc4ccccc4n3C)c(=O)oc2c1
3	31%[activator]	2%	-3%	-1%	-8%	-9%	-13%	-6%	-2	CCCCCNC(=O)Cn1c(=O)c2c(ncn2CC(C)C)n(Cc2ccccc2)c1=O
4	2%	-5%	nt	1%	-1%	-4%	2%	116%[activator]	-4	CCCC[C@H]1COCCS(=O)(=O)N1Cc1cccc(F)c1

Main list, from the first entry:
entry	Pin1 inh	BAZ2B block	G9a block	ERG-DNA inh	JMJD2A Tudor	Tb PGK inh	GLS inhibitor	HP1b chromo inh	PI4K2A inh	SMILES
1	4%	4%	nt	-7%	-10%	4%	4%	18%	4	COc1cnc(-c2cccc(C(F)(F)F)c2)[nH]c1=O
2	-7%	12%	-8%[59 µM]	nt	-1%	nt	4%	28%	3	CC(=O)Oc1ccc2cc(-c3nc4ccccc4n3C)c(=O)oc2c1
3	31%[activator]	2%	-3%	-1%	-8%	-9%	-13%	-6%	-2	CCCCCNC(=O)Cn1c(=O)c2c(ncn2CC(C)C)n(Cc2ccccc2)c1=O
4	2%	-5%	nt	1%	-1%	-4%	2%	116%[activator]	-4	CCCC[C@H]1COCCS(=O)(=O)N1Cc1cccc(F)c1
5	-11%&0%	0%	12%	-3%	-19%&-6%	-6%	-2%&-3%	1%	2&1	Cc1cccc(NS(=O)(=O)c2ccc3c(c2)CCC(=O)N3)c1
6	1%	6%	0%[12.7 µM]	12%	-4%	-8%	-10%	40%[activator]	1	CCN(CCCNC(=O)COc1cc(=O)n(CC)c2ccccc12)Cc1ccccc1
7	-2%	-5%	36%[59 µM]	3%	2%	i	2%	41%[activator]	-5	NC(=O)CCC(NC(=S)Nc1ccccc1)C(=O)O (stereo unspecified)
8	-16%	16%	5%[12.7 µM]	5%	?	6%	-5%	?	-22	Cc1ccoc1C(=O)NCCCNC(=O)c1occc1C
9	39%[activator]	-34%	?	16%	-34%	7%	-5%	-20%	-5	O=C(CNC(=O)c1ccccc1F)N/N=C/c1cc(Br)ccc1OC(=O)/C=C/c1ccco1
10	-3%	7%	37%[59 µM]	-5%	-3%	10%	7%	21%	1	Cn1c(CC(=O)Nc2ccccc2C(F)(F)F)c(Sc2ccccc2)c2ccccc21
11	22%	-5%	22µM*	nt	-6%	18%	16%	23%	2	O=Cc1ccc2noc(-c3ccc(Cl)cc3)c2c1
12	-7%	-7%	-35%[59 µM]	2%	-22%	i	13%	-2%	-8	Cc1csc(NC(=O)CCc2ccc(S(=O)(=O)N3CCOCC3)cc2)n1
13	1%	4%	17%[2.33 µM]	-7%	-11%	-5%	1%	26%	-3	COc1ccc(CCNC(C)C(=O)Nc2ccc(S(N)(=O)=O)cc2)cc1 (stereo unspecified)
14	-4%	-5%	-26%	-3%	-22%	-7%	1%	31%	2	CCCCSc1nc2c(c(=O)n1CC)SC(C)C2 (stereo unspecified)
15	2%	-16%	71%[activator]	1%	31%	-9%	-12%	42%[activator]	4	O=CN(c1ccccc1)c1ccc2ccccc2c1
16	-7%	-3%	-1%[12.7 µM]	6%	?	i	-1%	11%	-1	CCCCn1c(=O)[nH]c(=O)c2c1nc(-c1ccc(OCCC)c(OCC)c1)n2C
17	5%	3%	5%	14%	1%	i	-6%	53%[activator]	-2	Cc1nc2c(-c3ccc(F)cc3)c(C)nn2c(C)c1CCC(=O)N1CCC(Cc2ccccc2)CC1
18	?	20%	38%[activator]	nt	23%	-8%	-3%	101%[activator]	7	O=C(/C=C/c1ccccc1)N1CCC(Cc2ccccc2)CC1
19	3%	-16%	-44%[59 µM]	3%	-5%	7%	-10%	17%	-1	CCCN(CCC)CCCNC(=O)c1nn(C)c2c1CS(=O)(=O)c1ccccc1-2
20	1%	4%	3%	-5%	-10%	-9%	0%	27%	-2	CC(=O)N/N=C(/c1ccccc1)C(O)c1ccccc1 (stereo unspecified)
21	2%	-6%	-7%[0.501 µM]	16%	-14%	i	2%	12%	-5	O=C1C=C(c2cccc(OCc3ccccc3)c2)C[C@@H](c2ccc3c(c2)OCO3)C1
22	-9%	-34%	35µM*	-5%	?	21%	35%[activator]	-1%	-3	CCN(CC)c1ccc(NC(=O)c2ccco2)cc1
23	-3%	-1%	8%[59 µM]	4%	-6%	i	4%	12%	6	O=C(NCc1ccccc1)c1cccc(S(=O)(=O)N2CCOCC2)c1
24	5%	-24%	-4%	5%	-25%	-9%	3%	1%	-10	Cc1ccc(C)n1CCN1CCN(C(=O)c2ccc(Cl)cc2)CC1
25	0%	22%	7%	0%	0%	-4%	8%	41%	-2	CN(c1ccccc1)S(=O)(=O)c1ccc(C(=O)Nc2nnc(C3CC3)s2)cc1
26	-2%	-2%	12%[59 µM]	0%	-11%	i	-12%	34%	1	Cc1cccc(C(=O)N/N=C/C(C)Cc2ccc3c(c2)OCO3)c1 (stereo unspecified)
27	2%&3%	-30%&-11%	?	0%&-4%	-25%&-18%	3%&0%	8%&53%	19%&1%	-4&-14	N#C/C(=C(/O)c1ccco1)c1nc2ccccc2s1
28	?	-9%	?	4%	-16%	-5%	-13%	31%[activator]	-5	CN1CCc2c(sc3c2c(=O)n(-c2ccccc2)c2nncn32)C1
29	-6%	-4%	14%	-4%	2%	-8%	-5%	31%	-4	Cc1ccc(S(=O)(=O)c2nc(S(C)(=O)=O)sc2N2CCC(C(N)=O)CC2)cc1
30	3%	11%	25%[59 µM]	-6%	-13%	-7%	3%	5%	6	CCOc1ccc(NC(=O)c2cn(CC(C)C)c(=O)c3c2c2ccccc2n3C)cc1

Looked up above.
cpd 22 in G9a block shows 35µM*
cpd 5 in ERG-DNA inh shows -3%

Continuation.
entry	Pin1 inh	BAZ2B block	G9a block	ERG-DNA inh	JMJD2A Tudor	Tb PGK inh	GLS inhibitor	HP1b chromo inh	PI4K2A inh	SMILES
31	4%	40µM*	?	-7%	?	i	23%	-30%	-3	COc1ccc(N2CCN(C(=O)c3ccccc3N(C)S(=O)(=O)c3ccc(C)cc3)CC2)cc1
32	?	58%[activator]	-3%[0.501 µM]	3%	85%[activator]	11%	-1%	123%[activator]	0	COc1ccc(-c2c(-c3ccccc3OC)oc3ccccc23)cc1F
33	-4%	nt	nt	5%	-1%	0%	50%[activator]	24%[57 µM]	3	Cc1cccc(C(=O)OCC(=O)NC2CC2)c1O
34	-1%	5%	10%[59 µM]	2%	18%	-7%	-7%	41%[activator]	-12	O=C(CCCc1ccccc1)Nc1cccnc1
35	45%[activator]	0%	6%	12%	-15%	-1%	-2%	48%[activator]	-3	CC(=O)Nc1ccc(C(=O)CSc2nnnn2C2CCCC2)cc1
36	-18%	nt	nt	-3%	-5%	-1%	-10%	20%	-1	COc1ccccc1OCCNC(=O)c1ccc(C(C)(C)C)cc1
37	1%	-4%	1%[12.7 µM]	1%	-6%	1%	10%	20%	-9	COc1cccc(CNC(=O)C2CCCN(c3nn4c(=O)cc(C)nc4s3)C2)c1 (stereo unspecified)
38	2%	-29%	19%[59 µM]	-26%	?	-9%	-6%	6%	-1	CC(C)(Oc1ccc(Cl)cc1)C(=O)N/N=C/c1cn[nH]c1-c1ccccc1
39	-3%	1%	17%[59 µM]	-7%	-2%	0%	13%	19%	-4	COC(=O)c1cc(Br)c(=O)n(CC(C)C)c1
40	-1%	19%	nt	-3%	-6%	0%	-2%	37%	-3	CCC(=O)c1cn(CC(=O)Nc2ccccc2Cl)c2ccccc12
41	-1%	3%	-35%	4%	2%	6%	4%	18%	-4	COc1ccc(N2C(=O)NC3CC2(C)Oc2ccc(Br)cc23)cc1OC (stereo unspecified)
42	1%	-9%	-48%	-3%	-12%	1%	3%	12%	1	COc1ccc(CNC(=O)COC(=O)CCc2nc3ccccc3c(=O)[nH]2)cc1
